PTHR1 ag = agonists of human PTHR1 parathyroid hormone receptor. Q03431. HEK293 GP2 PTHR1 cells, GloSensor cAMP luminescence, 1 h. Potency, µM (series often up to 115 µM), for the others: at the top dose activation, actives largely listed as activators. 410,000 tested, 0.075% active; also: potency is read from the fitted curve at half-maximal effect; nearly all actives have a fitted effect of over 55% in size; some results filed as inactive show a strong effect at the top dose; inactives centre near -15; many of its hits are not listed in these tables
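HEK-293-derived GP2 cells expressing PTHR1 and a GloSensor cAMP reporter, 3,000/well, plated overnight, given luciferin plus IBMX (each 0.5 mM as added) for 1 h at 37 °C, then compound for 1 h at 37 °C. Luminescence was read after 15 min at room temperature.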
GLP1R ag = activates the human GLP-1 receptor; HEK293 GLP-1R CRE-luciferase, luminescence, 4-6 h; cells express a hypersensitive GLP-1R form; Potency, µM (doses to about 45.6 µM), for the others: top-dose activation, actives largely listed as activators; 380,000 tested, 0.007% active; AID 624172; also: potency is read from the fitted curve at half-maximal effect; % of control where 0% means no effect
Target sequence (P43220 whole entry, looked up): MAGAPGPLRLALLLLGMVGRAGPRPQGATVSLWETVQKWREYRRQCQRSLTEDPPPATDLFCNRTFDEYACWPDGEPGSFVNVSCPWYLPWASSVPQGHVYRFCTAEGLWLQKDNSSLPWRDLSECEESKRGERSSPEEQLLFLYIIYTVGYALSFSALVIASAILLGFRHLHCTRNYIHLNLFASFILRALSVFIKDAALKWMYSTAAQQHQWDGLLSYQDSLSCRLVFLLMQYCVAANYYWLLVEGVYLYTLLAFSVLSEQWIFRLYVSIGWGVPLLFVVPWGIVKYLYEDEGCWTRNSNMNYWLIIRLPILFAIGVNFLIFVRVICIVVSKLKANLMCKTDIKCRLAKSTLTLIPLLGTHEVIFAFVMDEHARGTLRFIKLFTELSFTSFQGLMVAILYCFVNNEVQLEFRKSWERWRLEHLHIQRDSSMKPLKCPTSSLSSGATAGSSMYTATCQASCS
EPAC1 antagonist = antagonists of human EPAC1; EPAC1 GEF assay, Rap1b-BODIPY-GDP exchange fluorescence; Potency, µM (top dose mostly 115 µM), without a hit: top-dose activity change, negative = inhibition, actives largely listed as inhibitors; AID 720709; O95398; 360,000 tested, 0.14% active;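 also: potency is read from the fitted curve at half-maximal effect; plate controls were vehicle for no effect and positive control for full effect; nearly all actives have a fitted effect of over 50% in size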
GLP-1R inv ag = acts as inverse agonist at human GLP-1 receptor; P43220; HEK293 GLP-1R CRE-luciferase, luminescence, 24 h; GLP-1R form is constitutively active; Potency, µM (highest dose often 38.3 µM), for the others: top-dose activity change, negative = inhibition, actives largely listed as inhibitors; 410,000 tested, 1.6% active; AID 624417; also: potency is read from the fitted curve at half-maximal effect; % is scaled to controls: 0 for no effect and ±100 for the full control effect; nearly all actives have a fitted effect of over 55% in size
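Using stably transfected HEK293 (constitutively active GLP-1R, cAMP-luciferase reporter), compounds were incubated 24 hr and luciferase measured by luminescence.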
PLK1 PBD block = blocks phosphopeptide binding to human PLK1 polo-box domain; 360,000 tested, 2.8% active; P53350; Potency, µM, without a hit: max response, negative = inhibition, actives largely listed as inhibitors; Plk1 PBD binding of FITC phosphopeptide, fluorescence polarization; also: potency is read from the fitted curve at half-maximal effect; series mostly up to about 57 µM; % is scaled to controls: 0 for no effect and ±100 for the full control effect; nearly all actives have a fitted effect of over 65% in size
Target sequence (P53350 whole entry, looked up, the tested form may be a part): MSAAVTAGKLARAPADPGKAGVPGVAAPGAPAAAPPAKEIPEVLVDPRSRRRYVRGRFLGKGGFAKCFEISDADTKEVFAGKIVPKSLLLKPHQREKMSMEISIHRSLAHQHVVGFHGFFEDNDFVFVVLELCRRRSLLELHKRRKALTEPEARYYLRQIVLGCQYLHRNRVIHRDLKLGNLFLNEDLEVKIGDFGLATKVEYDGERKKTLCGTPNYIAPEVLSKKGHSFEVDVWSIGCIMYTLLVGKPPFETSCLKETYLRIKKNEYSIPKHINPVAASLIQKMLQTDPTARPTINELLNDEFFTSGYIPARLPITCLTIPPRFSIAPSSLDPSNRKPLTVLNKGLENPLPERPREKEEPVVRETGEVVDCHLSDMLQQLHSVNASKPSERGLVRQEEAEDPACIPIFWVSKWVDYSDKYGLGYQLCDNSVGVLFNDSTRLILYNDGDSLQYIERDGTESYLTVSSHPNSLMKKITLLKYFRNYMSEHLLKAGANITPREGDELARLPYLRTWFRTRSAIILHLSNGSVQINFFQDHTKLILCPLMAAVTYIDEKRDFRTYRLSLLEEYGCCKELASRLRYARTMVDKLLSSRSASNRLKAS
IL-2 act = activators of IL-2; IL-2 activation reporter assay, cell-based qHTS; stimulated with anti-CD3/CD4/CD28 beads; in transgenic mouse T cells; activation, % (series mostly up to about 46 µM); 360,000 tested, 0.065% active; AID 652025; in the data active = activation above about 50%; inconclusive = mostly about 30% to 49%; also: 0% is about no effect
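Unstimulated transgenic mouse T cells, 750 per well, received compound and, after 60 minutes, anti-CD3/anti-CD4 bead plus anti-CD28 stimulation. EGFP and DsRed were quantified after 18 hours.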
PI5P4Ka inh = blocks human PI5P4K alpha kinase activity; P48426; PI5P4Kalpha enzyme, ADP-Glo luminescence, 60 min; stronger effect = lower value; max response, %; 330,000 tested, 1.2% active; active = max response of -50% or lower; inconclusive = between -30% and -50%; inactive = -30% or higher; also: value at the top dose of about 77 µM; % is scaled to controls: 0 for no effect and ±100 for the full control effect
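Enzyme plus substrate dispensed, test compounds pinned in, then ATP (5 microM final) added. After 60 min at RT, ADP-Glo reagent 1 for 45 min and reagent 2 for 30 min preceded luminescence imaging.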
GLP1R cytotox = cytotoxic in the GLP-1 receptor inverse agonist counter-screen | HEK293 cAMP-luciferase reporter cells, luminescence, 24 h | Potency, µM (top dose mostly 38.3 µM), inactives show at the top dose activity change, negative = inhibition, usual class: inhibitors | 410,000 tested, 0.13% active | AID 624418;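 also: loss of luciferase light is scored as toxicity; potency is read from the fitted curve at half-maximal effect; % is scaled to controls: 0 for no effect and ±100 for the full control effect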
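Quantitative HTS format, 1536 wells, 200 cells/uL seeded. Compounds: 23 nL, 24 h, 37 °C. Detection: luciferase reagent, luminescence at 12 min RT; decreased signal taken as cytotoxic.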
EPAC1 agonist = agonists of human EPAC1; O95398; EPAC1 agonist qHTS, biochemical assay; response scale: 100% = response to 6.5 mM cAMP; Potency, µM (top dose mostly 154 µM), inactives show at the top dose activation, hits mostly activators; 360,000 tested, 0.073% active; AID 720707; also: potency is read from the fitted curve at half-maximal effect; nearly all actives have a fitted effect of over 60% in size
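Nucleotide exchange assay: 100 nM EPAC1 with 250 nM Rap1B loaded with BODIPY-GDP and 50 uM GDP, room temperature. Fluorescence (480/540 nm) read every 5 min for 30 min; signal change normalized to 6.5 mM cAMP as full agonist.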
* marks the source's active call; other numbers are inactive results; i = inactive; ? = inconclusive; . = no result given; & = joins results of further samples; [ ] = another dose, or the depositor's remark. Unless noted, calls follow the shape of the dose curve; as a rule, active = well fitted curve in the direction sought with a large enough effect; inconclusive = small, poorly fitted or top-dose-only effect, or another doubt; inactive = no such curve, though single readings can be large; an effect the other way counts as inactive or inconclusive. The list is partial; count on the stated rates, not on these rows.

SMILES	PTHR1 ag	GLP1R ag	EPAC1 antagonist	GLP-1R inv ag	PLK1 PBD block	IL-2 act	PI5P4Ka inh	GLP1R cytotox	EPAC1 agonist
O=C(NC1CCCC1)C1c2ccccc2OCC(=O)N1Cc1ccccn1 (stereo not given)	8%	-3%	-25%	1%	-1%	-0.1	2	-10%	0%
CCc1noc(C)c1C(=O)Nc1nc(-c2cc(OC)ccc2OC)cs1	-9%	18%	-17%	-3%	-3%	1.6	-2	7%	5%
CCC(Sc1nc(C)cc(=O)[nH]1)C(=O)Nc1nc2c(s1)CCCC2 (stereo not given)	i	4%	4%	0%	-12%	-2.5	.	6%	-1%
COc1ccccc1NC(=O)c1cc(C(=O)Nc2ccccc2OC)cc([N+](=O)[O-])c1	i	3%	-17%	3%	-8%	1.4	-1	1%	3%
COCCn1c(=O)c2c(nc3n2CC(C)CN3Cc2ccccc2)n(C)c1=O (stereo not given)	?	12%	8%	25%	-22%	-3.5	2	9%	5%
O=C(NCc1ccc2c(c1)OCO2)C(=O)NCC1OCCCN1S(=O)(=O)c1ccc(F)cc1 (stereo not given)	i	7%	18%	-14%	3%	-0.1	1	-3%	-2%
O=C(CC1C(=O)NCCN1Cc1ccccc1C(F)(F)F)NC1CCCCCC1 (stereo not given)	7%	-2%	-20%	?	-24%	-0.1	-10	7%	-11%
COc1ccc(-c2nnc(NC(=O)c3ccc(S(=O)(=O)N4COCC4(C)C)cc3)o2)cc1	i	-17%	2%	?	?	0.3	-23	-9%	-4%
CCOC(=O)c1cnc(-n2[nH]c(C)cc2=O)[nH]c1=O	i	-1%	-16%	-4%	-6%	1.7	2	-15%	5%
COc1ccc(CC(=O)NC(C)CCc2ccccc2)cc1OC (stereo not given)	-14%	12%	-10%	-8%	-6%	-6.7	-7	9%	4%
O=C(NCc1ccc2c(c1)OCO2)NC1CCCCC1	i	0%	9%	0%	-9%	1.9	-2	-1%	-2%
COc1cc(/C=C(/C#N)c2ccccc2F)ccc1OCc1ccccc1	-20%	-3%	1%	?	-13%	0.7	-3	1%	13%
COCCNC(=O)CSc1nc2cc(OC)c(OC)cc2c(=O)n1Cc1ccco1	i	1%	0%	100%[activator]	-10%	0.5	1	1%	2%
Cc1ccc(OCC(=O)N(Cc2cccs2)C2CCS(=O)(=O)C2)cc1C (stereo not given)	i	2%	2%	1%	2%	1.2	-1	6%	-9%
O=C(c1ccco1)N1CCCC(c2nc(-c3ccc(S(=O)(=O)NCc4ccccc4)cc3)no2)C1 (stereo not given)	-5%[57.5 µM]	-15%	-13%	-18%	-3%	-1.6	.	-11%	3%
Cc1cc(-n2cnc3c(=O)[nH]cnc32)ccc1N	i	1%	-7%	12%	4%	0.1	-11	4%	-8%
NCCCNC(=O)Cn1c(=O)c2c3c(sc2n(Cc2ccccc2)c1=O)CCCC3	25%	2%	0%	?	-2%	-3.4	-2	-13%	-11%
CCCn1cc(S(=O)(=O)c2ccccc2)c(=O)c2cc(OC)c(OC)cc21	-3%	6%	13%	77%[activator]	-8%	-0.6	-3	-6%	-1%
O=C(Cn1ncn2c(cc3ccccc32)c1=O)NCCc1cccs1	i	11%	-13%	9%	-29%	-4.6	-1	-8%	8%
O=C(Nc1ccccc1N1CCCCC1)c1ccc(F)cc1	-18%[57.5 µM]	-1%	-26%	?	-8%	-3.2	19	0%	0%

A second format for two compounds above.
| Compound | PTHR1 ag | GLP1R ag | EPAC1 antagonist | GLP-1R inv ag | PLK1 PBD block | IL-2 act | PI5P4Ka inh | GLP1R cytotox | EPAC1 agonist |
| --- | --- | --- | --- | --- | --- | --- | --- | --- | --- |
| O=C(NC1CCCC1)C1c2ccccc2OCC(=O)N1Cc1ccccn1 (stereo not given) | 8% | -3% | -25% | 1% | -1% | -0.1 | 2 | -10% | 0% |
| CCc1noc(C)c1C(=O)Nc1nc(-c2cc(OC)ccc2OC)cs1 | -9% | 18% | -17% | -3% | -3% | 1.6 | -2 | 7% | 5% |

Next compounds follow.
SMILES	PTHR1 ag	GLP1R ag	EPAC1 antagonist	GLP-1R inv ag	PLK1 PBD block	IL-2 act	PI5P4Ka inh	GLP1R cytotox	EPAC1 agonist
COc1cc(NC(=O)c2cc(C)nc3ccccc23)cc(OC)c1	i	12%	16%	20%	8%	-0.1	-5	0%	3%
Cc1nccn1CCc1n[nH]c(=S)n1Cc1ccccc1	i	-2%	-21%	23%	-11%	-0.2	2	-2%	4%
O=C(O)c1ccc2c(c1)C(=O)N(CCC1=CCCCC1)C2=O	?	-12%	10%	3%	-2%	0.3	-70*	-4%	-6%
O=C(CN1CCN(C(=O)c2ccc(OCc3cn4ccccc4n3)cc2)CC1)Nc1cccc(F)c1	-16%	14%	-9%	?	-5%	-0.2	0	-30%	-7%
CC(=O)Nc1ccc(S(=O)(=O)C(C#N)c2nc3ccccc3nc2NCCCO)cc1 (stereo not given)	i	19%	?	8%	-1%	0.1	-1	24%	11%
O=C(CN1CCCc2ccccc21)Nc1cccc(S(=O)(=O)N2CCOCC2)c1	-23%	-2%	-4%	?	-5%	1.9	-7	-8%	-1%
Cc1nc(N2CCC(C(N)=O)CC2)c2c(-c3cccs3)csc2n1	-15%	1%	-7%	?	-4%	-0.2	6	2%	-5%
COc1ccccc1C(=O)NC(=S)/C=C1/N(C)c2ccccc2C1(C)C	-93%[inhibitor]	-2%	?	?	-19%	-3.5	15	-27%	19%
O=C(Nc1ccc(Cl)c(S(=O)(=O)N2CCOCC2)c1)c1cn2ccccc2n1	-31%[inhibitor]	1%	4%	6%	2%	1.1	4	14%	-1%
N#C/C(C(=O)NCc1ccco1)=C1/SC(Cc2ccc(Cl)cc2)C(=O)N1c1ccccc1 (stereo not given)	-4%[57.5 µM]	-33%[inhibitor]	-15%	-7%	-3%	0.4	7	5%	13%
Cc1scc(C(=O)N2CCN(S(C)(=O)=O)CC2)c1-c1ccccc1	i	-15%	-3%	19%	-7%	-1.5	.	4%	4%
Cc1ccccc1NS(=O)(=O)c1nnc(NC(=O)c2ccccc2C)s1	-11%	0%	-3%	-15%&-17%	-1%	1.5	4	2%&0%	-6%
NC(=O)C1CCN(C(=O)CSCc2ccccc2Cl)CC1	-13%[57.5 µM]	-7%	-4%	7%	-8%	-0.3	9	-7%	2%
Cc1noc(-c2ccccc2)c1NC(=O)Nc1ccc(Cl)cc1	-12%	5%	-19%	?	-5%	-5.4	5	12%	0%
NC(=O)Cc1ccc(C(=O)c2ccccc2F)s1	i	8%	3%	2%	-11%	0.3	5	-3%	5%
O=C(c1cc(-c2ccc(O)cc2)on1)N1CCN(c2ccc(F)cc2)CC1	-68%[inhibitor]	-7%	-24%	?	2%	-0.2	12	0%	3%
O=C(Cc1coc2ccc3ccccc3c12)N1CCCC1	0%	2%	-13%	0%	-12%	2.7	1	-2%	-6%
COCCNc1nnc(Cc2ccccc2)c(=O)[nH]1	i	11%	-20%	3%	-2%	1.6	1	-4%	14%
Cc1nnc(SCc2ccccc2)n1N	-20%	-1%	3%	0%	-14%	-2.0	-3	13%	1%
COc1cccc(NC(=O)Cn2c(=O)n(-c3ccccc3)c(=O)c3c4c(sc32)CCCC4)c1	i	1%	.	12%	.	.	.	4%	.
COc1ccc(S(=O)(=O)NCCCCC(=O)O)cc1C(=O)O	-11%	-1%	-10%	-6%	3%	0.9	4	-2%	1%
Cc1nc(SC(C)C)[nH]c(=O)c1Cc1ccccc1	-26%[57.5 µM]	-11%	-7%	0%	-9%	-1.8	1	-15%	0%
NS(=O)(=O)c1ccc(CCNC(=O)CSc2ccsc2[N+](=O)[O-])cc1	-28%	0%	?	-2%	-26%	0.8	-67*	-18%	1%
Cn1nccc1-c1ccc(C(=O)NCc2ccco2)c2occc12	-25%	-1%	-21%	8%	-26%	-0.5	-11	9%	-11%
Cc1ccc(N2CC(C(=O)OCC(=O)NNC(=O)c3ccccc3)CC2=O)cc1 (stereo not given)	-22%	-12%	-30%	9%	-18%	0.5	3	0%	-4%
Fc1cc(F)c2ncc3c(-c4ccccc4)nn(-c4cccc(Cl)c4)c3c2c1	-24%	-3%	.	2%	.	.	.	-5%	.
CC(C)(C)OC(=O)N[C@@H](COCc1ccccc1)C(=O)N[C@@H](CO)[C@H](O)[C@@H]1C[C@@H]1C(=O)N1CCCC1	16%	-1%	1%	7%	-14%	-0.5	4	?	-1%
O=C(Nc1cccnc1)c1cc(-c2cccs2)on1	-45%[inhibitor]	-3%	-7%	7%	-5%	-2.7	.	13%	12%
C[C@H](O)[C@@H]1CN2CCc3c([nH]c4ccccc34)[C@@H]2C[C@@H]1N(C)C(=O)c1ccco1	-24%	15%	15%	?	-12%	-0.6	3	-13%	0%
O=S(=O)(NC1CCCCCCC1)c1ccccc1	-62%[inhibitor]	0%	-12%	?	-13%	-1.3	9	8%	3%
COC(=O)c1scc(S(=O)(=O)C(C)C)c1N/N=C(\C#N)C(=O)c1ccc(Cl)cc1	-43%[inhibitor]	-7%	-9%	?	-12%	1.5	-19	3%	2%
Cc1ccc(OCCCn2cc(C#N)c3ccccc32)cc1	i	0%	-3%	-29%	0%	-2.8	.	-4%	12%
Cc1cccc(NC(=O)c2ccc(S(=O)(=O)N(C)C)cc2)c1	-84%[inhibitor]	7%	?	-2%	-10%	0.2	0	-2%	2%
Cc1ccc(SCc2cn3ccccc3n2)cc1	-11%	11%	-2%	?	0%	3.7	-8	?	-5%
CNC(=S)NNC(=O)c1ccc(=O)n(Cc2ccc(Cl)cc2Cl)c1	-5%	13%	?	1%	-16%	-0.5	-9	-10%	1%
O=S(=O)(c1ccc(Oc2ccc(Cl)cc2)c(S(=O)(=O)N2CCCCC2)c1)N1CCCCC1	i	-11%	-12%	3%	2%	-2.1	.	10%	3%
CCCCc1nc(SCC(=O)Nc2ccc(S(N)(=O)=O)cc2)n[nH]1	-7%	8%	14%	5%&9%	2%	-1.2	1	-2%&-2%	-4%
COc1ccccc1CNC(=O)c1ccc(-c2ccccc2)cc1	-9%	25%	-14%	1%	-6%	-1.7	0	-6%	-6%
